From PubChem BioAssay
PKM2 activator: qHTS Assay for Activators of Human Muscle isoform 2 Pyruvate Kinase | purified PKM2, Kinase-Glo ATP luminescence, activation; response scale: 0% is enzyme alone, no compound | Potency, µM (titrated, usually from 57.5 µM), without a hit: at the top dose activation, actives largely listed as activators | actives 0.34% (n = 260,000); further: potency means the concentration at half of the fitted maximal effect; on the % scale 0 is the no-effect control and ±100 the full control effect; nearly all actives have a fitted effect of over 55% in size
Target sequence (P14618 whole entry, looked up, canonical isoform): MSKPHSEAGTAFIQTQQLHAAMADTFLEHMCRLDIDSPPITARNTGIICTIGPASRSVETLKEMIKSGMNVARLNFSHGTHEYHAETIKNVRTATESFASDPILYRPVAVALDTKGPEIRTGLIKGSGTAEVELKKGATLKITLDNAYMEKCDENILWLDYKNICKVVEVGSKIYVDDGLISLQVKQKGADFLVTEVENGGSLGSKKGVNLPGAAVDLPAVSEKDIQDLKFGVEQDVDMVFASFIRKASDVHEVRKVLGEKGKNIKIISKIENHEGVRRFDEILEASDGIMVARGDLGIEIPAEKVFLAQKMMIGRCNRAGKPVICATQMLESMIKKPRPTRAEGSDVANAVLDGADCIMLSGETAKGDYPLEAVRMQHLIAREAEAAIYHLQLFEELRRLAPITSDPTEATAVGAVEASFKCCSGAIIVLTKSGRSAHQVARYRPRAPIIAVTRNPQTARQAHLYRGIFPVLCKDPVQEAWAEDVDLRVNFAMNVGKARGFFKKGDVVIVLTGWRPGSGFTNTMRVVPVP
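ATP formation by purified human PK-M2, quantified via coupled luciferase luminescence after 1 h at room temperature with 0.1 mM ADP and 0.5 mM PEP final.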
a7 integrin act: qHTS for Activators of Integrin-Mediated Alleviation for Muscular Dystrophy. Potency, µM (doses to about 38.3 µM), inactives show at the top dose activation, actives largely listed as activators. actives 0.064% (n = 350,000). alpha7betagal myoblasts, beta-gal FDG fluorescence, 48 h. AID 624291, 2012;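 further: potency means the concentration at half of the fitted maximal effect; 100% = response of the positive control SU9516; nearly all actives have a fitted effect of over 60% in size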
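alpha7betagal+/- myoblasts (passage 13, 250/well) treated 48 h at 37C with compounds at 1:260 dilution of DMSO stock. Lysed, then beta-galactosidase activity read as FDG fluorescence (ex 480/em 540) after 30 min, with pre-read for autofluorescence.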
Chronic BCR inh: qHTS Assay to Find Inhibitors of Chronic Active B-Cell Receptor Signaling. AID 493014, 2011. ABC-DLBCL IkBa-CBG/CBR reporter, luminescence ratio, 4 h. actives 0.05% (n = 340,000). Potency, µM (doses to about 46.1 µM), for the others: top-dose ratio change, negative = lower green/red ratio, hits mostly inhibitors; active means well fitted inhibition curve with a large enough effect in the signal ratio, with a control signal flat, not every such curve was filed as active; inconclusive means small, poorly fitted or top-dose-only effect, or effect the other way, or a change in a side signal; the % refers to the signal ratio;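 further: potency means the concentration at half of the fitted maximal effect; plate controls were basal doxycycline-induced cells for no effect and cells given 10 µM MG132 for full effect; MG132 reads +100%, hits lower the ratio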
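Cell line TMD8 (human ABC DLBCL), stably expressing tet-inducible CBG68-IkBa fusion and CBR; IMDM/0.5% FBS; cpd up to 46 uM; dox induction, 4 h, 37C/5% CO2; dual luminescence; green/red ratio; MG132 control.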
TSG101-PTAP inh: qHTS Assay for Iinhibitors of HIV-1 Budding by Blocking the Interaction of PTAP/TSG101; AID 493005, 2010; 340,000 tested, under 10 active; Potency, µM (highest dose often 115 µM), without a hit: top-dose activity change, negative = inhibition, most hits filed as inhibitors; Fluorescence polarization, FITC-PTAP peptide / Tsg101 binding; active means well fitted inhibition curve with a large enough effect in the main read-out, with a control signal flat, not every such curve was filed as active; inconclusive means small, poorly fitted or top-dose-only effect, or effect the other way, or a change in a side signal; inactive means no such curve, though single readings can be large or run the other way; further: potency means the concentration at half of the fitted maximal effect; % of control where 0% means no effect
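Steps: Tsg101 binding domain dispensed (10 uM final), compounds pinned in DMSO, FITC-labeled PTAP-motif peptide added (50 nM final); after 20 min binding at room temperature, polarization measured.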
Menin-MLL TR inh: qHTS Assay for Inhibitors Targeting the Menin-MLL Interaction in MLL Related Leukemias: Competition With Texas Red Labeled MLL-derived Mutant Peptide; O00255; Menin + Texas Red MLL mutant peptide, fluorescence polarization; Potency, µM (titrated, usually from 61.6 µM), without a hit: at the highest dose FP activity change, negative = inhibition, most hits filed as inhibitors; actives 0.23% (n = 270,000); AID 1768, 2009; active means well fitted inhibition curve with a large enough effect in the polarisation, with a control signal flat, not every such curve was filed as active; inconclusive means small, poorly fitted or top-dose-only effect, or effect the other way, or a change in a side signal; inactive means no such curve, though single readings can be large or run the other way; the % refers to the polarisation; further: potency means the concentration at half of the fitted maximal effect; % of control where 0% means no effect; many of its hits are not listed in these tables
Giardia killer: Small Molecules that selectively kill Giardia lamblia: qHTS. activity change, % at 7.66 µM, hits read low. actives 0.15% (n = 340,000). Giardia lamblia trophozoite viability; in the data active means activity change below about -80%; inconclusive means between about -30% and that limit;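 further: parasites exposed to compound for two days anaerobically before the ATP read; on the % scale 0 is the no-effect control and ±100 the full control effect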
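Giardia lamblia trophozoites (100 cells/well) were incubated with compounds for 48 h at 37 deg C under anaerobic conditions. Viability was read as ATP content by one-step luminescence after 15-30 min at room temperature.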
B2AR arrestin: qHTS assay of beta-arrestin-biased ligands of beta2-adrenergic receptor; beta-arrestin recruitment to beta2AR, cell-based reporter; actives 0.02% (n = 330,000); Beta-2 adrenergic receptor (Homo sapiens), P07550; Potency, µM (highest dose often 46.1 µM), inactives show top-dose activation, hits mostly activators; AID 492947, 2010;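 further: potency means the concentration at half of the fitted maximal effect; 0% = DMSO controls and full agonism = EC100 isoproterenol or metaproterenol; nearly all actives have a fitted effect of over 65% in size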
Target sequence (P07550 whole entry, looked up): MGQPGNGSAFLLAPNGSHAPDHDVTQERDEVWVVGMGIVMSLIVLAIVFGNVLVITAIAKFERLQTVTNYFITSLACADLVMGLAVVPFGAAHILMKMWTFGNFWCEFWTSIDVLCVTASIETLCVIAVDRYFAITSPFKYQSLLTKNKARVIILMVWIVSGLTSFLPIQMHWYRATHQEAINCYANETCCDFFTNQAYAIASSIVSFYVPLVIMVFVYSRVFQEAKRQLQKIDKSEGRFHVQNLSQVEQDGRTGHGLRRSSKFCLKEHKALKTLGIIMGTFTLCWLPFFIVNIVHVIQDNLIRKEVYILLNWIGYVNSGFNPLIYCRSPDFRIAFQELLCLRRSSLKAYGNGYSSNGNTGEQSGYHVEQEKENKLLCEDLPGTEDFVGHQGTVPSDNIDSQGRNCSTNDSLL
S-ASM inh: Inhibitors of Secretory Acid Sphingomyelinase (S-ASM): qHTS; AID 504937, 2011; Sphingomyelin phosphodiesterase (Homo sapiens), P17405; placental ASM, HMU-PC fluorogenic substrate, 60 min; Potency, µM (top dose mostly 57.5 µM), for inactives: at the highest dose activity change, negative = inhibition, hits mostly inhibitors; actives 0.006% (n = 340,000); further: potency means the concentration at half of the fitted maximal effect
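qHTS format. ASM enzyme prepared from human placenta hydrolyses the fluorogenic substrate HMU-PC0 (9 uM final) over 60 min at 37 °C after a 10 min compound preincubation.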
GALK inhibitor: qHTS Assay for Inhibitors of Human Galactokinase (GALK); actives 0.007% (n = 270,000); Purified GALK, Kinase-Glo residual ATP luminescence; AID 1868, 2009; Potency, µM (highest dose often 57.5 µM), for the others: at the top dose activity change, negative = inhibition, most hits filed as inhibitors; P51570; further: potency means the concentration at half of the fitted maximal effect; on the % scale 0 is the no-effect control and ±100 the full control effect
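Galactose (100 uM) and ATP (35 uM) were turned over by 5 nM GALK for 1 h at RT. Kinase-Glo Plus then converted the remaining ATP into a luminescent signal.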
Coupling enz: qHTS Assay for Inhibitors of Fructose-1,6-bisphosphate Aldolase from Giardia Lamblia: Coupling assay counterscreen; actives 0.67% (n = 290,000); coupling enzyme system counterscreen, AmpLite Red fluorescence; activity change, negative = inhibition, % at 58.2 µM, hits read low; in the data active means activity change below about -30%; further: on the % scale 0 is the no-effect control and ±100 the full control effect
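Counterscreen of the coupled detection system alone, without aldolase: glyceraldehyde-3-phosphate coupling enzymes plus AmpLite Red readout. Compounds at 57.5 uM final, 10 min RT preincubation, 20 min RT reaction, fluorescence 525/598 nm.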
Tb PFK inh: qHTS Assay to Find Inhibitors of T. brucei phosphofructokinase; T. brucei PFK, ADP-Glo luminescence; Potency, µM (series often up to 57.5 µM), without a hit: at the highest dose activity, negative = inhibition, usual class: inhibitors; actives 0.17% (n = 330,000); AID 485367, 2010;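 further: potency means the concentration at half of the fitted maximal effect; 0% = uninhibited 1x PFK enzyme wells and -100% = no-enzyme wells; nearly all actives have a fitted effect of over 60% in size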
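Luminescent ADP detection (ADP-Glo, two-step: ATP depletion then ADP-to-ATP conversion for luciferase) reported PFK activity after 45 min room-temperature reaction of 1.25 nM enzyme with 0.5 mM F6P and 0.1 mM ATP at pH 8.0.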
An asterisk follows results filed as active; ? = inconclusive; . = no result given; [ ] = remark or other dose. Unless noted, the call rests on the fitted dose curve; in most records, active means well fitted curve in the direction sought with a large enough effect; inconclusive means small, poorly fitted or top-dose-only effect, or another doubt; inactive means no such curve, though single readings can be large; an effect the other way counts as inactive or inconclusive. This is a subset; rates above refer to the full screens.

The line under a structure holds: PKM2 activator	a7 integrin act	Chronic BCR inh	TSG101-PTAP inh	Menin-MLL TR inh	Giardia killer	B2AR arrestin	S-ASM inh	GALK inhibitor	Coupling enz	Tb PFK inh
> COCc1cc(C)nc(SCC(=O)Nc2cccc3cccnc23)c1C#N
→ -2%	19%	0%	-3%	?	7	0.3%	8%	0%	4	0%
> COc1ccc(Cl)cc1NC(=S)NCCc1c[nH]c2ccccc12
→ 2%	14%[7.66 µM]	?	2%	?	-4	0.2%	-15%	5%	-4	-1%
> O=C(CNC(=O)c1ccc(F)cc1)NCc1ccc(S(=O)(=O)N2CCOCC2)cc1
→ .	25%	7%	0%	.	-9	-0.2%	0%	.	.	-9%
> Cc1cc(C)c2c(c1)c1nnc(SCCN3CCCCC3)nc1n2C
→ .	-41%	?	-3%	?	5	-0.1%	-6%	0%	2	-3%
> CCN(C(=O)c1cc(Cl)ccc1OC)C1CCCCC1
→ 0%	-10%	-3%	-2%	-13%	16	-0.2%	2%	0%	-1	-2%
> CCOC(=O)CN1C(=O)C(O)=C(C(C)=O)C1c1ccccc1 (centres undefined)
→ -2%	6%	6%	-3%	29%	19	0.0%	0%	-2%	-4	1%
> Cc1ccnc2nc(C(=O)OCC(=O)N3CC(C)CC(C)C3)nn12 (centres undefined)
→ .	0%	-1%	-5%	.	6	-0.4%	-1%	.	.	5%
> Fc1ccccc1Cc1noc(CN2CCN(C/C=C/c3ccccc3)CC2)n1
→ 5%	-41%	0%	0%	?	8	-0.8%	-3%	-1%	1	-1%
> CN(Cc1ccc(OC(F)F)cc1)C(=O)C1CCN(S(=O)(=O)c2ccc3c(c2)OCCO3)CC1
→ .	-25%	-4%	-6%	.	1	-0.3%	2%	.	.	8%
> O=C1S/C(=C/c2ccccc2F)C(=O)N1CCN=C1NS(=O)(=O)c2ccccc21
→ 4%	-17%	-9%	2%	9%	-20	-0.9%	-11%	1%	2	3%
> Cc1cccc(-n2c(C)c(-c3ccccc3)[nH]c2=S)c1
→ 3%	-23%	20%	-3%	-18%	11	-1.3%	-4%	.	0	-9%
> O=C(c1ccc(-c2cccc(Cl)c2)o1)N1CCN(c2ccc([N+](=O)[O-])cc2)CC1
→ 16%	19%	?	-1%	-5%	3	-0.9%	-10%	4%	2	-3%
> Cn1c(COc2ccccc2)nnc1SCc1nc2ccccc2[nH]1
→ 13%	14%	?	-2%	-7%	-26	0.1%	8%	-2%	1	-5%
> Cc1cc(C(=O)OCC(=O)NC2CC2)ccc1[N+](=O)[O-]
→ .	13%	3%	-2%	.	-19	0.0%	2%	.	.	-2%
> Cc1cccc(C)c1NC(=O)CN(C)C(=O)c1cccc(S(=O)(=O)N2CCN(C)CC2)c1
→ .	-2%	0%	-6%	.	-6	0.0%	2%	.	.	0%
> CCNC(=S)NNC(=O)c1ccncc1
→ 7%	-9%	5%	0%	1%	-18	0.5%	3%	3%	4	-4%
> CS(=O)(=O)N1CCc2cc(-c3csc(NC(=O)Cc4cccs4)n3)ccc21
→ 1%	-36%[inhibitor]	-11%	-1%	?	3	0.2%	-26%	-4%	-4	-3%
> O=S(=O)(c1ccc(N2CCCC2)nc1)N1CCOCC1
→ 0%	-1%	-1%	-6%	.	2	0.2%	3%	-2%	-2	5%
> COc1ccc(CCNC(=O)CC2Nc3cc(C)c(C)cc3NC2=O)cc1OC (centres undefined)
→ 8%	-11%	11%	6%	-24%	-8	0.8%	72%[activator]	-3%	-19	7%
> Oc1c(C=Nc2cccc3cccnc23)sc2ccccc12
→ 2%	.	?	.	?	.	-1.0%	.	2%	-13	?
> COc1ccc(S(=O)(=O)N2CCC(C(=O)NCC3CCCO3)CC2)cc1OC (centres undefined)
→ -1%	16%	-11%	2%	-3%	11	-1.1%	-2%	-1%	-2	0%
> COc1ccc(C2CC(C(F)(F)F)n3ncc(C(=O)NCc4cccnc4)c3N2)cc1OC (centres undefined)
→ 5%	0%	?	-4%	0%	-5	0.1%	5%	-1%	-1	-1%
> COc1ccc(C(=O)/C=C/Nc2ccc(S(=O)(=O)Nc3cc(OC)nc(OC)n3)cc2)c(OC)c1
→ .	0%	13%	11%	24%	0	-0.6%	425%[activator]	5%	0	-4%
> O=C(NCCNC(=O)c1cccc(O)c1)c1cccc(O)c1
→ .	25%	-5%	-2%	2%	28	-0.7%	4%	-3%	2	0%
> CCOc1ccc(CNn2cnnc2)cc1
→ -2%	?	5%	1%	-1%	-30	-0.7%	6%	2%	0	0%
> COC(=O)c1[nH]c2cc(OC)ccc2c1NC(=O)CN1CCC(C(N)=O)(N2CCCCC2)CC1
→ 4%	4%	5%	0%	-3%	1	0.0%	-1%	0%	3	1%
> COCCNC(=S)N1CCC(Cc2ccccc2)CC1
→ 7%	0%	-3%	2%	-13%	5	0.2%	2%	-3%	2	-1%
> O=C(NCc1cn2ccsc2n1)c1cccs1
→ -15%	-8%	-8%	-5%	-12%	7	-0.2%	1%	0%	-4	-5%
> COc1cc(/C=N/Nc2ccccc2)ccc1O
→ .	6%	5%	-8%	?	-28	-0.1%	-3%	0%	-5	1%
> CC(=O)NNC(=S)Nc1cccc(F)c1
→ -8%	9%	0%	-5%	.	-23	-0.3%	-3%	6%	4	-3%

Entries above that have two or more sulfur atoms (three):
The line under a structure holds: PKM2 activator	a7 integrin act	Chronic BCR inh	TSG101-PTAP inh	Menin-MLL TR inh	Giardia killer	B2AR arrestin	S-ASM inh	GALK inhibitor	Coupling enz	Tb PFK inh
> O=C1S/C(=C/c2ccccc2F)C(=O)N1CCN=C1NS(=O)(=O)c2ccccc21
→ 4%	-17%	-9%	2%	9%	-20	-0.9%	-11%	1%	2	3%
> CS(=O)(=O)N1CCc2cc(-c3csc(NC(=O)Cc4cccs4)n3)ccc21
→ 1%	-36%[inhibitor]	-11%	-1%	?	3	0.2%	-26%	-4%	-4	-3%
> O=C(NCc1cn2ccsc2n1)c1cccs1
→ -15%	-8%	-8%	-5%	-12%	7	-0.2%	1%	0%	-4	-5%

(continued)
The line under a structure holds: PKM2 activator	a7 integrin act	Chronic BCR inh	TSG101-PTAP inh	Menin-MLL TR inh	Giardia killer	B2AR arrestin	S-ASM inh	GALK inhibitor	Coupling enz	Tb PFK inh
> O=S1(=O)N=C(N(CCO)/N=C/c2ccc(Br)cc2)c2ccccc21
→ .	-18%	3%	-3%	2%	4	0.1%	125%	-4%	1	13%
> O=C(O)c1ccc(S(=O)(=O)Nc2ccc3c(c2)OCCO3)cc1
→ -1%[11.5 µM]	33%	0%	-1%	1%	-8	-0.3%	3%	-1%	8	3%
> O=C(NCC(=O)N(c1ccc(Cl)cc1)C(C(=O)NC1CCCC1)c1cccnc1)c1ccco1 (centres undefined)
→ .	-16%	1%	-7%	-8%	-13	-0.4%	4%	0%	3	-1%
> COc1ccc(C(c2c(NC(C)=O)sc3c2CCCC3)N2CCN(CCO)CC2)cc1OC (centres undefined)
→ -2%	14%	-2%	-5%	-6%	-6	0.2%	-4%	8%	1	-1%

A second format for 2 compounds above.
| SMILES | PKM2 activator | a7 integrin act | Chronic BCR inh | TSG101-PTAP inh | Menin-MLL TR inh | Giardia killer | B2AR arrestin | S-ASM inh | GALK inhibitor | Coupling enz | Tb PFK inh |
| --- | --- | --- | --- | --- | --- | --- | --- | --- | --- | --- | --- |
| Fc1ccccc1Cc1noc(CN2CCN(C/C=C/c3ccccc3)CC2)n1 | 5% | -41% | 0% | 0% | ? | 8 | -0.8% | -3% | -1% | 1 | -1% |
| CN(Cc1ccc(OC(F)F)cc1)C(=O)C1CCN(S(=O)(=O)c2ccc3c(c2)OCCO3)CC1 | . | -25% | -4% | -6% | . | 1 | -0.3% | 2% | . | . | 8% |
